Screening data as filed in PubChem BioAssay.
CHO-K1 Ca antag: nonselective inhibitor or artifact in parental CHO-K1 cells | ATP-induced calcium, Fluo-8 fluorescence | inhibition, % at 3 µM | 0.6% of 360,000 active;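 active = inhibition above a per-plate cutoff, the plate's mean sample inhibition plus 3 SD, cut at about 24% in these data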;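 also: 0% = DMSO plus EC80 ATP and 100% = DMSO alone without ATP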
M1 ag: agonists of human M1 muscarinic receptor; CHO-K1 hM1, Fluo-8 calcium fluorescence, agonist mode; 0% DMSO, 100% acetylcholine EC100; P11229; activation, % at 3 µM; 0.33% of 360,000 active; AID 588814;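 active = activation above the run's mean compound activation plus 3 SD, cut at about 16% in these data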;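 also: peak over basal fluorescence ratio within a 140 s kinetic read after compound addition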
Target sequence (P11229 whole entry, looked up): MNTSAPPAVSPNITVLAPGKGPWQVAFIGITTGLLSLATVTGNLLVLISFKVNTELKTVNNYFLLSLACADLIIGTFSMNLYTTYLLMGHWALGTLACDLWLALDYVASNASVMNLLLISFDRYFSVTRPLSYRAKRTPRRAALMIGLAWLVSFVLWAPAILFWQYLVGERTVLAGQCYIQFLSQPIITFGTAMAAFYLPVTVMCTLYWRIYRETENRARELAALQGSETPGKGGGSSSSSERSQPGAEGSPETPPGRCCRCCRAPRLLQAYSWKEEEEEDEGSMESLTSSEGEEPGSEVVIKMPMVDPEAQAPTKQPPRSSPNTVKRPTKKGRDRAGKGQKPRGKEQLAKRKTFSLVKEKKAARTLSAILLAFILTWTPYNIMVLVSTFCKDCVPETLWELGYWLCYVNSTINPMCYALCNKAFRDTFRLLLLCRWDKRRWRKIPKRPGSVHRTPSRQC
OXTR potentiator: potentiators of human oxytocin receptor; P30559; CHO-OTR cells, Fluo-8 calcium fluorescence, potentiator mode; 0% = oxytocin EC15, 100% = EC100; activation, % at 3 µM; 0.061% of 320,000 active; AID 2445;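 active = activation above that plate's cutoff, the mean activation of tested compounds plus 3 SD, cut at about 6.6% in these data, passing the limit was not always enough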;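 also: 100% uses oxytocin at 75 nM as the full agonist control; some results filed as inactive read as strong as hits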
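Material: CHO-OTR cells, human receptor; compound dosing: single dose, 3.0 µM nominal final compound concentration; schedule: 6 min compound pre-incubation at room temperature, 100 s kinetic read; measured by: kinetic Fluo-8 calcium fluorescence; read-out basis: % activation vs EC15 and EC100 oxytocin; controls: EC15 oxytocin alone as 0%, 75 nM oxytocin as 100%; replicates: singlicate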
CHRM4 agonist: CHRM4 agonism in calcium assay | P08173 | CHO-K1 hM4/Gqi5, Fluo-8 calcium fluorescence; vehicle 0%, full acetylcholine response 100% | activation, % at 3 µM | 0.14% of 360,000 active | AID 624127;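 active = activation above the run mean over all test wells plus 3 SD, cut at about 32% in these data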;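 also: peak over basal fluorescence ratio per well then scaled between controls; 0% = DMSO wells and 100% = acetylcholine at EC100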
CHO parental Ca: signal in parental CHO cells, OX1R antagonist counter-screen. parental CHO-K1, ATP-induced calcium, Fluo-8 fluorescence. inhibition, % at 5.6 µM. 0.63% of 330,000 active. AID 463079;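 active = inhibition above that plate's mean sample inhibition plus 3 SD, cut at about 26% in these data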;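 also: 0% = ATP-challenged DMSO wells and 100% = DMSO wells without ATP; some compounds past the cut are filed as inactive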
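Assay system – parental CHO cells · Reagent – ATP stimulus · Detection – intracellular calcium via Fluo-8 no-wash fluorescent dye · Evaluation – percent inhibition of ATP-evoked calcium rise, normalized to controls · Controls – ATP wells versus no-ATP DMSO wells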
CHRM1 PAM: positive allosteric modulators of human M1 muscarinic receptor. activation, % at 3 µM. CHO-K1 hM1, Fluo-8 calcium fluorescence, ACh EC20; 0% = ACh EC20, 100% = maximal ACh. 0.088% of 360,000 active. AID 588819; in the data active = activation above about 19%, passing the limit was not always enough
M1 ag parental: M1 agonist counterscreen hit in parental CHO-K1 cells; Fluo-8 calcium fluorescence; scaled to maximal ATP response, vehicle zero; 0.48% of 360,000 active; activation, % at 3 µM; AID 602248; in the data active = activation above about 15%;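 also: untransfected CHO-K1 host cells lacking M1 receptor as counterscreen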
M1 antag: blocks human M1 muscarinic receptor | P11229 | CHO-K1 hM1, Fluo-8 calcium fluorescence, ACh EC80 antagonist | inhibition, % at 3 µM | 1.3% of 360,000 active;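 active = percent inhibition above its own plate's cutoff, namely the mean of that plate's compound wells plus 3 SD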;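 also: peak over basal fluorescence ratio during 140 s after agonist addition; 0% = ACh EC80 plus DMSO and 100% = DMSO alone without agonist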
M4 antag: blocks acetylcholine activation of human M4 receptor | P08173 | CHO-hM4 cells, ACh EC80, Fluo-8 calcium fluorescence | inhibition, % at 3 µM | 0.73% of 360,000 active;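 active = inhibition above its plate's cutoff, the mean inhibition of sample wells plus 3 SD, cut at about 27% in these data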;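 also: 0% = acetylcholine EC80 with DMSO and 100% = DMSO without agonist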
* = called active by the depositor; . = no result given. Outcome played no part in choosing rows; about 2.9% have a hit in one of these screens.

Values run as follows: CHO-K1 Ca antag | M1 ag | OXTR potentiator | CHRM4 agonist | CHO parental Ca | CHRM1 PAM | M1 ag parental | M1 antag | M4 antag
#1 Cc1ccccc1NS(=O)(=O)c1ccc2c(c1)CCC(=O)N2
 : -3 | -1 | . | 1 | . | -6 | 0.5 | -4 | 14
#2 CC(O)C(O)C(O)C(O)C1NCCS1 (stereo not drawn)
 : -11 | -5 | -11 | 1 | 6 | 4 | 0.5 | -16 | -8
#3 O=C(Nc1ncccc1O)c1ccc(S(=O)(=O)Nc2ccccc2)cc1
 : -2 | -1 | -12 | 2 | 12 | 9 | 0.5 | -11 | -5
#4 COc1cc(C(=O)N2CCN(S(=O)(=O)c3ccc(F)cc3)CC2)cc(OC)c1OC
 : -12 | 2 | -2 | 2 | -12 | 7 | 0.8 | -9 | -8
#5 O=C(/C=C\NCC(=O)c1ccccc1)c1ccc(F)cc1
 : -15 | -4 | -6 | 1 | -20 | 9 | 0.1 | -7 | -6
#6 Brc1ccc(OCc2nc3ccccc3[nH]2)cc1
 : -17 | -4 | 1 | 3 | -13 | 3 | 4.7 | -4 | 14
#7 Cc1cc(C)cc(C(=O)N(CCc2ccccc2)C2CC3CCC(C2)N3C)c1 (stereo not drawn)
 : -9 | -9 | -8 | 2 | -18 | 1 | 0.6 | -3 | -1
#8 C/C(=C\C(=O)c1ccc(C)cc1)NCc1ccc(F)cc1
 : -11 | -3 | -7 | 1 | -16 | 4 | 0.8 | -25 | -2
#9 CCC(CO)Oc1cc(NCc2ccc(O)cc2)c2ncn(C(C)C)c2c1 (stereo not drawn)
 : -16 | -11 | 0 | 2 | -14 | -7 | 0.7 | 3 | 9
#10 CSc1nnc(-c2ccccc2N=Cc2c(C)[nH]n(-c3ccc4ccccc4c3)c2=O)c(=O)[nH]1
 : 2 | -2 | -2 | 5 | -9 | -8 | 3.2 | 6 | -3
#11 O=C(CSC(=S)N1CCSCC1)c1ccc(Cl)cc1
 : -6 | -5 | -9 | 1 | -4 | -1 | 0.7 | 2 | 4
#12 CCOC(=O)c1cc(NC(=O)c2ccccc2)c(=O)oc1C(F)(F)F
 : -17 | -3 | . | 0 | . | 9 | 0.6 | -7 | 2
#13 O=C(c1ccc2c(=O)n3c(nc2c1)CCCCC3)N1CCN(c2ccccc2)CC1
 : -1 | -4 | 1 | 2 | -20 | 6 | 0.1 | 2 | -7
#14 Cn1c(=O)c2c(nc(NN=C3CCCC3)n2C)n(C)c1=O
 : -14 | -2 | -6 | 0 | -11 | 10 | 1.2 | -12 | -5
#15 Cc1ccc(N2CCN(C(=O)c3ccccc3)CC2)c(C)c1
 : -1 | -7 | -4 | -1 | -13 | 9 | -0.6 | -12 | -11
#16 CNc1ccc(-c2cccc(C(=O)N3CCOCC3)c2)cn1
 : 2 | -4 | . | 1 | . | 1 | 0.3 | -4 | -18
#17 Cc1nc(SCC(=O)Nc2cc(Cl)ccc2[N+](=O)[O-])nc(C)c1C
 : -13 | -11 | 0 | 1 | -39 | 3 | 2.1 | -5 | 10
#18 CNc1ccccc1C(=O)OCC(=O)N1CCc2ccccc2C1
 : 5 | -3 | . | 1 | . | 4 | 2.1 | -10 | -3
#19 N=c1c2c(n(Cc3ccc([N+](=O)[O-])cc3)c3c1CCC3)CCCC2
 : 2 | -7 | -9 | 0 | -12 | -3 | 0.4 | 16 | 2
#20 CSc1nc(-c2ccco2)nn1C(=O)c1ccc(C)cc1
 : -5 | -3 | -3 | 1 | -3 | 7 | -0.2 | -13 | -3
#21 O=C(Nc1ccccc1)Nc1nc2ccccc2s1
 : -3 | 0 | -5 | 12 | 8 | -4 | 11 | 21 | 4
#22 CCCCCCCCN1C(=O)[C@H](CC(=O)NCc2cccs2)C[C@@]2(C(=O)OCC)CCCC=C12
 : -12 | . | . | 0 | . | . | 0.4 | . | -1
#23 COc1cc(C2NC(=S)NC(c3ccccc3)=C2C(C)=O)cc(Br)c1OCC(N)=O (stereo not drawn)
 : -10 | -6 | -9 | 0 | 0 | 13 | 0.3 | -7 | -8
#24 COc1ccc(NC(=O)CSc2nnc(N)s2)cc1
 : -1 | -4 | -10 | 0 | 2 | 7 | 0.4 | -1 | 5
#25 Cc1cc(C)c2nc(C)cc(Nc3ccc(C(=O)N4CCOCC4)cc3)c2c1
 : 3 | -4 | -2 | 1 | -7 | 7 | -0.1 | 12 | 22

Individual results from the list:
no. 10 – M1 ag parental: 3.2
no. 1 – CHRM1 PAM: -6
no. 6 – M4 antag: 14
no. 7 – M1 ag parental: 0.6
no. 12 – M1 antag: -7
no. 25 – M1 antag: 12

2 compounds drawn at random from those above, as already listed:
Values run as follows: CHO-K1 Ca antag | M1 ag | OXTR potentiator | CHRM4 agonist | CHO parental Ca | CHRM1 PAM | M1 ag parental | M1 antag | M4 antag
#15 Cc1ccc(N2CCN(C(=O)c3ccccc3)CC2)c(C)c1
 : -1 | -7 | -4 | -1 | -13 | 9 | -0.6 | -12 | -11
#8 C/C(=C\C(=O)c1ccc(C)cc1)NCc1ccc(F)cc1
 : -11 | -3 | -7 | 1 | -16 | 4 | 0.8 | -25 | -2

Entries by screen from above.
CHRM4 agonist for nos. 1 to 10 → 1, 1, 2, 2, 1, 3, 2, 1, 2, 5
CHO-K1 Ca antag for nos. 1 to 10 → -3, -11, -2, -12, -15, -17, -9, -11, -16, 2
M1 ag for nos. 1 to 10 → -1, -5, -1, 2, -4, -4, -9, -3, -11, -2

An excerpt from above with just CHO parental Ca, CHRM4 agonist and CHRM1 PAM:
| entry | molecule | CHO parental Ca | CHRM4 agonist | CHRM1 PAM |
| --- | --- | --- | --- | --- |
| 8 | C/C(=C\C(=O)c1ccc(C)cc1)NCc1ccc(F)cc1 | -16 | 1 | 4 |
| 9 | CCC(CO)Oc1cc(NCc2ccc(O)cc2)c2ncn(C(C)C)c2c1 (stereo not drawn) | -14 | 2 | -7 |
| 10 | CSc1nnc(-c2ccccc2N=Cc2c(C)[nH]n(-c3ccc4ccccc4c3)c2=O)c(=O)[nH]1 | -9 | 5 | -8 |
| 11 | O=C(CSC(=S)N1CCSCC1)c1ccc(Cl)cc1 | -4 | 1 | -1 |
| 12 | CCOC(=O)c1cc(NC(=O)c2ccccc2)c(=O)oc1C(F)(F)F | . | 0 | 9 |
